Compound activity deposited in PubChem by several laboratories.
PMI act hi M6P: PMI (human) activation, high substrate; P34949; coupled PMI enzyme assay, resazurin fluorescence, 20 min; stronger effect = higher value; 1 = untreated enzyme, 0 = substrate-free blank; activation factor at 20 µM; 0.34% of 190,000 active;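 active = activation factor of 2 or more at 20 µM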
Target sequence (P34949 whole entry, looked up): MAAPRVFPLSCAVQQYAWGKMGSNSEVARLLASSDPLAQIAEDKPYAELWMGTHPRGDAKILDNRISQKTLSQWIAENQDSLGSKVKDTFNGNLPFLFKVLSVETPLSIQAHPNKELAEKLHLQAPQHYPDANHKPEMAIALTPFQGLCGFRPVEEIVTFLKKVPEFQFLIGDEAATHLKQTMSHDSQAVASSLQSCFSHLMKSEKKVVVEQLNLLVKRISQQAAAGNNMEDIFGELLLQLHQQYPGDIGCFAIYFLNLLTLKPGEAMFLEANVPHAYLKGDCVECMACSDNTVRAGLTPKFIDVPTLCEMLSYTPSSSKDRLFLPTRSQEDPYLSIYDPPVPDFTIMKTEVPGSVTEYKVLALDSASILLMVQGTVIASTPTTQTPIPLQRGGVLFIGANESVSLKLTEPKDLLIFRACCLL
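Test system – human PMI in coupled enzyme assay · Timing – 20 min incubation at room temperature · Detection – Diaphorase-driven resazurin-to-resorufin fluorescence, excitation 544, emission 590 nm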
PMI activator: increases human mannose-6-phosphate isomerase activity; 0.005% of 190,000 active; P34949; AID 1214; purified human PMI, coupled resazurin fluorescence, 20 min; stronger effect = higher value; 1 = vehicle control, 0 substrate-free wells; activation factor at 20 µM;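 active = activation factor of 2 or more at 20 µM, relative to plate controls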
bIAP act: intestinal alkaline phosphatase (bovine) activation. AID 1016. purified bovine IAP, CDP-star luminescence, 30 min; stronger effect = higher value; fold of DMSO-control signal, blank-subtracted. 0.17% of 200,000 active. activation factor at 20 µM;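 active = activation factor of 2 or more at 20 µM, a signal rise over negative controls twice the positive control's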
Lmaj promast: Leishmania major promastigote growth inhibition; 9% of 200,000 active; Leishmania major promastigotes, resazurin fluorescence viability; inhibition, % at 10 µM; in the data active = inhibition above about 50%;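 also: promastigotes grown with compound for 44 hours at 28 °C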
TNAP inh hiacc: blocks human TNAP under high phosphate acceptor concentration; P05186; purified TNAP, CDP-star luminescence, 1 M DEA; inhibition, % at 20 µM; 0.03% of 200,000 active;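 active = over 50% inhibition of tissue-nonspecific alkaline phosphatase at 20 µM in the single-dose screen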;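 also: plate controls were DMSO wells for no effect and EDTA-quenched wells as full inhibition for full effect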
Target sequence (P05186 whole entry, looked up): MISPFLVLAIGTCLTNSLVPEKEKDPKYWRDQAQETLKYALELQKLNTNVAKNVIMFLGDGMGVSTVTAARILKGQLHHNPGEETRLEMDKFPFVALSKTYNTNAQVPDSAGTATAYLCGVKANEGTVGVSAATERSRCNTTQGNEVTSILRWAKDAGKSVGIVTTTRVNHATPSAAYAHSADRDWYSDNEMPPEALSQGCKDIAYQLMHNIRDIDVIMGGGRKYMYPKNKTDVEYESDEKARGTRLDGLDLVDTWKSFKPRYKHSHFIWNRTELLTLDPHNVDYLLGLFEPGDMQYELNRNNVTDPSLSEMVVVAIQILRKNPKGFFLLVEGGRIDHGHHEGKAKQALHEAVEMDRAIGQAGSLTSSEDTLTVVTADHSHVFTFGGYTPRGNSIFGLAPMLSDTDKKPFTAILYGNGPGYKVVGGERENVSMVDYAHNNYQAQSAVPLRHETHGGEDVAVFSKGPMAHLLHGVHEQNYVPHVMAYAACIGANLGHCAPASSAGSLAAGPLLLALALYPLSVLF
TNAP inh no acc: blocks human TNAP activity with no phosphate acceptor present. P05186. AID 1012. 0.26% of 200,000 active. purified TNAP, CDP-star luminescence, 30 min. inhibition, % at 20 µM;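 active = tissue-nonspecific alkaline phosphatase inhibition above about 50% at 20 µM in the single-dose screen, limit read from the data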;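 also: 0% = DMSO negative control and 100% = EDTA positive control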
TNAP act hi DEA: TNAP (human) activation, high acceptor; P05186; purified TNAP, CDP-star luminescence, 1 M DEA, 30 min; stronger effect = higher value; 0 = EDTA background, 1 = DMSO-only activity; activation factor at 20 µM; 200,000 tested, under 10 active; AID 1136;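 active = activation factor at least 2 at 20 µM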
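Measured by: Luminescent substrate turnover signal | Test system: Human TNAP | Input: TNAP 1/800 final | Dosing: 20 µM single point | Schedule: 30 min, room temperature | Controls: EDTA wells as negative control, DMSO wells as positive control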
Diaphorase inh: diaphorase inhibition or chemical oxidation counter-screen; 0.69% of 190,000 active; inhibition, % at 20 µM; diaphorase resazurin-to-resorufin fluorescence, NADH, 16 min; bacterial (C. kluyveri) enzyme, not human;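 active = primary screen inhibition at 20 µM above a set limit, cut at about 50% in these data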;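 also: plate controls were DMSO with full reaction for no effect and wells lacking NADH for full effect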
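Test system: Clostridium kluyveri diaphorase enzyme / Quantity: diaphorase at 0.14 U/mL in enzyme working solution / Incubation: 16-min room-temperature incubation before reading / Benchmarks: NADH-free wells as positive control, DMSO-only neutral wells / Signal: resorufin fluorescence 544/590 nm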
Diaphorase act: counter-screen for diaphorase-based assays: diaphorase activators and chemical reducers | 0.005% of 190,000 active | AID 1229 | activation factor at 20 µM | Diaphorase/resazurin coupled assay, resorufin fluorescence, 16 min; stronger effect = higher value; 1 = vehicle wells, 0 = NADH-free wells;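 active = diaphorase activity raised at least twofold by the compound at 20 µM; inactive = activation factor below 2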
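System – purified diaphorase enzyme from Clostridium kluyveri · Input – enzyme 0.07 U/mL final · Also added – final NADH 0.114 mM, resazurin 0.1 mM · Measured by – fluorescence of resorufin, 544 nm excitation, 590 nm emission · Timing – 16 min enzyme reaction, ambient temperature · Measure – resorufin increase flagging diaphorase activators or reducers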
bIAP inhibitor: blocks bovine intestinal alkaline phosphatase activity. purified bovine IAP, CDP-star luminescence, 30 min. inhibition, % at 20 µM. 190,000 tested, under 10 active;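 active = over 50% inhibition of intestinal alkaline phosphatase at 20 µM in the single-dose screen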
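Assay system – bovine IAP enzyme · Quantity – bovine IAP at 1/65,000,000 final dilution · Detection – CDP-star luminescence signal · Times – 30 min reaction at room temperature · Also added – CDP-star substrate at 30 µM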
The depositor's hits bear a star.

`O=C(NCC(=O)N(c1cnc2ccccc2c1)C(C(=O)NC1CCCC1)c1ccncc1)c1ccco1` (stereo unspecified) gave PMI act hi M6P 1, PMI activator 1, bIAP act 1, Lmaj promast 6, TNAP inh hiacc -2, TNAP inh no acc -8, TNAP act hi DEA 1, Diaphorase inh 17, Diaphorase act 0.8 and bIAP inhibitor -1.
Screening CCCCN(CC)Cc1ccc(CNC(=S)Nc2cccc(F)c2)o1 returned PMI act hi M6P 0.6, PMI activator 0.9, bIAP act 1.2, Lmaj promast 78*, TNAP inh hiacc 1, TNAP inh no acc -14, TNAP act hi DEA 1, Diaphorase inh 10, Diaphorase act 0.9 and bIAP inhibitor -17.
`COc1ccc(-n2nc([N+](=O)[O-])c(=NCc3ccco3)n2O)cc1` gave PMI act hi M6P 0.9, PMI activator 1.1, bIAP act 0.8, Lmaj promast 15, TNAP inh hiacc 3, TNAP inh no acc -8, TNAP act hi DEA 1, Diaphorase inh 7, Diaphorase act 0.9 and bIAP inhibitor 24.
CC(=O)n1nc(-c2ccco2)nc1N was read as PMI act hi M6P 0.9, PMI activator 1, bIAP act 1.1, Lmaj promast -4, TNAP inh hiacc -6, TNAP inh no acc 2, TNAP act hi DEA 1.1, Diaphorase inh 6, Diaphorase act 0.9 and bIAP inhibitor -9.
`CC1CCN(C(=O)c2ccc(CSc3nc4ccncc4n3Cc3ccc(F)cc3)cc2)CC1` gave PMI act hi M6P 1, PMI activator 1.1, bIAP act 0.9, Lmaj promast -6, TNAP inh hiacc -1, TNAP inh no acc 5, TNAP act hi DEA 1, Diaphorase inh 0, Diaphorase act 1 and bIAP inhibitor 14.
For C=CCOC(=O)C1=C[C@H](c2csc3ccccc23)[C@@H](CCCO)[C@H](OCC)O1 the results were PMI act hi M6P 1, PMI activator 0.9, bIAP act 1.1, Lmaj promast 13, TNAP inh hiacc -6, TNAP inh no acc -7, TNAP act hi DEA 1.1, Diaphorase inh 8, Diaphorase act 0.9 and bIAP inhibitor -10.
Screening O=C(Cc1csc(N2CCOCC2)n1)N/N=C/c1ccc(Cl)cc1Cl returned PMI act hi M6P 1, PMI activator 1, bIAP act 0.9, Lmaj promast 69*, TNAP inh hiacc -12, TNAP inh no acc -11, TNAP act hi DEA 1.1, Diaphorase inh 16, Diaphorase act 0.8 and bIAP inhibitor 7.
CN1CCN(C(=O)c2cc(Cl)ccc2Cl)CC1 was read as PMI act hi M6P 1, PMI activator 1.1, bIAP act 0.8, Lmaj promast -6, TNAP inh hiacc -4, TNAP inh no acc -10, TNAP act hi DEA 1, Diaphorase inh 8, Diaphorase act 0.9 and bIAP inhibitor 18.
`N/C(Cc1ccc([N+](=O)[O-])cc1)=N\OC(=O)c1ccc(Br)o1` gave PMI act hi M6P 1.1, PMI activator 1.1, bIAP act 1, Lmaj promast -6, TNAP inh hiacc -2, TNAP inh no acc -8, TNAP act hi DEA 1, Diaphorase inh 6, Diaphorase act 0.9 and bIAP inhibitor -1.
CC1N=C2c3ccccc3N=C(SCc3cc(=O)n4cc(Cl)ccc4n3)N2C1=O (stereo unspecified) was read as PMI act hi M6P 1.5, PMI activator 1.4, bIAP act 0.8, Lmaj promast -7, TNAP inh hiacc -3, TNAP inh no acc -12, TNAP act hi DEA 1, Diaphorase inh 28, Diaphorase act 0.7 and bIAP inhibitor 19.
`COc1cc(/C=N/Nc2ccc(F)cc2F)cc(OC)c1OC` gave PMI act hi M6P 1.5, PMI activator 1.2, bIAP act 1, Lmaj promast 11, TNAP inh hiacc 6, TNAP inh no acc -8, TNAP act hi DEA 0.9, Diaphorase inh 19, Diaphorase act 0.8 and bIAP inhibitor -3.
`Cc1nc(=O)c(-c2ccccc2)c(C)n1CCCCCC(=O)O` gave PMI act hi M6P 0.9, PMI activator 1, bIAP act 0.9, Lmaj promast -4, TNAP inh hiacc 1, TNAP inh no acc -16, TNAP act hi DEA 1, Diaphorase inh 11, Diaphorase act 0.9 and bIAP inhibitor 8.
Cn1c(=O)c2c(SCC(=O)N3CCOCC3)nc(C3CC3)nc2n(C)c1=O was read as PMI act hi M6P 1, PMI activator 1, bIAP act 0.9, Lmaj promast 4, TNAP inh hiacc -3, TNAP inh no acc 1, TNAP act hi DEA 1, Diaphorase inh 9, Diaphorase act 0.9 and bIAP inhibitor 8.
Screening O=[N+]([O-])c1cccc(S(=O)(=O)N2CCC(c3nc(-c4ccncc4)no3)CC2)c1 returned PMI act hi M6P 1.1, PMI activator 1, bIAP act 0.9, Lmaj promast -7, TNAP inh hiacc -2, TNAP inh no acc -1, TNAP act hi DEA 1, Diaphorase inh 1, Diaphorase act 1 and bIAP inhibitor 6.
`CCn1ccnc1CNCc1cn(-c2cc(C)ccc2C)nc1-c1ccccc1` gave bIAP act 2.7*, Lmaj promast 65*, TNAP inh hiacc -3, TNAP inh no acc -53, TNAP act hi DEA 1 and bIAP inhibitor -170.
`COc1ccc(-n2ncc3c(NCCN4CCOCC4)ncnc32)cc1` gave PMI act hi M6P 0.9, PMI activator 0.9, bIAP act 1, Lmaj promast 92*, TNAP inh hiacc -4, TNAP inh no acc -6, TNAP act hi DEA 1, Diaphorase inh 24, Diaphorase act 0.8 and bIAP inhibitor 3.
Screening CCOc1ccc(C(=O)N(CN2CCCC2=O)c2cccc(Cl)c2)cc1 returned PMI act hi M6P 1, PMI activator 1, bIAP act 1, Lmaj promast -4, TNAP inh hiacc -4, TNAP inh no acc -16, TNAP act hi DEA 1, Diaphorase inh 3, Diaphorase act 1 and bIAP inhibitor -2.
CCCn1c(SCC(=O)N2N=C3/C(=C/c4ccc(OC)cc4)CCCC3C2c2ccc(OC)cc2)n[nH]c1=O (stereo unspecified) was read as PMI act hi M6P 0.9, PMI activator 0.8, bIAP act 1, Lmaj promast 92*, TNAP inh hiacc -4, TNAP inh no acc -11, TNAP act hi DEA 1, Diaphorase inh 16, Diaphorase act 0.8 and bIAP inhibitor 0.
For Cn1c2ccccc2c2c(C(=O)N3CCN(c4ccccn4)CC3)cn(C3CCCC3)c(=O)c21 the results were PMI act hi M6P 1, PMI activator 1, bIAP act 1, Lmaj promast 20, TNAP inh hiacc -6, TNAP inh no acc -11, TNAP act hi DEA 1.1, Diaphorase inh 17, Diaphorase act 0.8 and bIAP inhibitor -5.
Screening O=C(CC1NCCNC1=O)OCCCc1ccccc1 (stereo unspecified) returned PMI act hi M6P 1, PMI activator 1, bIAP act 1, Lmaj promast -5, TNAP inh hiacc -5, TNAP inh no acc -13, TNAP act hi DEA 1.1, Diaphorase inh 9, Diaphorase act 0.9 and bIAP inhibitor 2.
For O=C(CSc1ccc(-c2ccco2)nn1)NCc1ccc(F)cc1 the results were PMI act hi M6P 0.9, PMI activator 0.9, bIAP act 0.9, Lmaj promast 28, TNAP inh hiacc 1, TNAP inh no acc -7, TNAP act hi DEA 1, Diaphorase inh 18, Diaphorase act 0.8 and bIAP inhibitor 12.
For Cc1cccc(OCCSCc2nc3ccccc3[nH]2)c1 the results were PMI act hi M6P 1.1, PMI activator 1, bIAP act 0.8, Lmaj promast 6, TNAP inh hiacc 0, TNAP inh no acc -29, TNAP act hi DEA 1, Diaphorase inh 5, Diaphorase act 0.9 and bIAP inhibitor 18.
For O=C(Nc1nc2n(n1)C(c1ccc(Cl)cc1)CC(c1ccc(Cl)cc1)N2)c1ccco1 (stereo unspecified) the results were PMI act hi M6P 0.8, PMI activator 0.8, bIAP act 1.3, Lmaj promast 76*, TNAP inh hiacc 0, TNAP inh no acc -5, TNAP act hi DEA 1, Diaphorase inh 25, Diaphorase act 0.8 and bIAP inhibitor -30.
Screening COc1ccc(CNC(=O)CC2C(=O)NCCN2CC(C)(C)C)c(OC)c1 (stereo unspecified) returned PMI act hi M6P 0.8, PMI activator 1, bIAP act 1, Lmaj promast -5, TNAP inh hiacc -3, TNAP inh no acc -8, TNAP act hi DEA 1, Diaphorase inh 7, Diaphorase act 0.9 and bIAP inhibitor 5.
Screening CCc1ccc(OCC(=O)Nc2ncc3c(n2)CC(C)(C)CC3=O)cc1 returned PMI act hi M6P 1, PMI activator 0.9, bIAP act 0.9, Lmaj promast -3, TNAP inh hiacc -1, TNAP inh no acc 2, TNAP act hi DEA 1, Diaphorase inh 8, Diaphorase act 0.9 and bIAP inhibitor 9.
`CCOc1cc(/C=C(\CC(=O)O)c2nc3ccccc3s2)ccc1OC` gave PMI act hi M6P 0.9, PMI activator 1, bIAP act 1.1, Lmaj promast 98*, TNAP inh hiacc -4, TNAP inh no acc -13, TNAP act hi DEA 1, Diaphorase inh 6, Diaphorase act 0.9 and bIAP inhibitor -6.
CCOCC(=O)N1CCc2ccccc21 was read as PMI act hi M6P 0.9, PMI activator 0.9, bIAP act 1, Lmaj promast -3, TNAP inh hiacc 0, TNAP inh no acc -5, TNAP act hi DEA 1, Diaphorase inh 5, Diaphorase act 1 and bIAP inhibitor 4.
Screening COc1nc(-c2ccccc2)cc(-c2ccc(OC)c(OC)c2)n1 returned PMI act hi M6P 1, PMI activator 1, bIAP act 1, Lmaj promast 61*, TNAP inh hiacc 6, TNAP inh no acc 0, TNAP act hi DEA 0.9, Diaphorase inh -3, Diaphorase act 1 and bIAP inhibitor -4.
Screening O=c1c2ccccc2n(Cc2ccc(Cl)cc2)c(=O)n1Cc1ccco1 returned PMI act hi M6P 0.9, PMI activator 1, bIAP act 0.9, Lmaj promast 14, TNAP inh hiacc 1, TNAP inh no acc -6, TNAP act hi DEA 1, Diaphorase inh 14, Diaphorase act 0.9 and bIAP inhibitor 7.

Of the compounds above, 3 have a nitro group on carbon:
`COc1ccc(-n2nc([N+](=O)[O-])c(=NCc3ccco3)n2O)cc1` gave PMI act hi M6P 0.9, PMI activator 1.1, bIAP act 0.8, Lmaj promast 15, TNAP inh hiacc 3, TNAP inh no acc -8, TNAP act hi DEA 1, Diaphorase inh 7, Diaphorase act 0.9 and bIAP inhibitor 24.
`N/C(Cc1ccc([N+](=O)[O-])cc1)=N\OC(=O)c1ccc(Br)o1` gave PMI act hi M6P 1.1, PMI activator 1.1, bIAP act 1, Lmaj promast -6, TNAP inh hiacc -2, TNAP inh no acc -8, TNAP act hi DEA 1, Diaphorase inh 6, Diaphorase act 0.9 and bIAP inhibitor -1.
Screening O=[N+]([O-])c1cccc(S(=O)(=O)N2CCC(c3nc(-c4ccncc4)no3)CC2)c1 returned PMI act hi M6P 1.1, PMI activator 1, bIAP act 0.9, Lmaj promast -7, TNAP inh hiacc -2, TNAP inh no acc -1, TNAP act hi DEA 1, Diaphorase inh 1, Diaphorase act 1 and bIAP inhibitor 6.
